Screening results as filed in PubChem BioAssay.
MC4R antagonist – blocks human MC4R cAMP signaling. P32245. MC4R-expressing cells, MTII-stimulated cAMP, LANCE TR-FRET. inhibition, % at 6.5 µM. 360,000 tested, 0.48% active. AID 540295;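 active = inhibition above its plate's cutoff, the mean of tested wells on that plate plus 3 SD, cut at about 29% in these data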;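 also: 0% = Melanotan II alone and 100% = Melanotan II plus saturating MCL0020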
Target sequence (P32245 whole entry, looked up): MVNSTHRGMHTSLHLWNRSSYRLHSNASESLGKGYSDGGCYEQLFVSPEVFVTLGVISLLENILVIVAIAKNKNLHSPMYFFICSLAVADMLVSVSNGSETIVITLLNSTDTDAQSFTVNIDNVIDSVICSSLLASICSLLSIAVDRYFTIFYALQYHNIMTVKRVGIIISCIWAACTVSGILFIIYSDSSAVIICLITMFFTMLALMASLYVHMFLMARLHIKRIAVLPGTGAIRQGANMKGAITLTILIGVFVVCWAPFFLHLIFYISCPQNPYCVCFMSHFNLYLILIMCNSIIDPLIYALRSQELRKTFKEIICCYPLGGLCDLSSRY
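Material: U2OS-MC4R stable cell line | Reagent: Melanotan II challenge after compound preincubation | Doses: One concentration, 6.5 µM nominal | Incubation: 30-min compound preincubation, 1-h Melanotan II challenge, 1-h detection, room temperature | Signal: TR-FRET cAMP assay | Replicates: One well per compound, no replicates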
Cardio protect – modulators protecting cardiomyocytes from myocardial damage | protection from H2O2 cell death, % at 20 µM | AID 588492 | H9c2 cardiomyocytes, H2O2 injury protection, ATPLite, 2 h | 360,000 tested, 0.63% active;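 active = compounds giving at least 50% protection of heart cells from peroxide-induced death in the single-dose screen, raw or plate-pattern-corrected value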;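 also: 0% = DMSO wells with peroxide and 100% = DMSO wells without peroxide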
MC4R ag barr – agonists of human melanocortin 4 receptor (MC4R) beta-arrestin | P32245 | U2OS MC4R beta-arrestin complementation, luminescence; percent of melanotan II response, DMSO zero | activation, % at 8.9 µM | 360,000 tested, 0.98% active | AID 540308;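 active = activation above a per-plate cutoff, the mean activation of sample wells on that plate plus 3 SD, cut at about 8% in these data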
PDI turbidity – PDI (human) enzyme inhibition; 350,000 tested, 0.052% active; inhibition, % at 10 µM; P07237; AID 588391; PDI insulin aggregation turbidity, A650, 90 min;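 active = mean inhibition across replicates of 30% or more, whatever share of single replicates reach that level; inconclusive = mean inhibition below 30% while every single replicate reaches 30%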;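 also: absorbance from insulin aggregation driven by PDI reduction with DTT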
Target sequence (P07237 whole entry, looked up): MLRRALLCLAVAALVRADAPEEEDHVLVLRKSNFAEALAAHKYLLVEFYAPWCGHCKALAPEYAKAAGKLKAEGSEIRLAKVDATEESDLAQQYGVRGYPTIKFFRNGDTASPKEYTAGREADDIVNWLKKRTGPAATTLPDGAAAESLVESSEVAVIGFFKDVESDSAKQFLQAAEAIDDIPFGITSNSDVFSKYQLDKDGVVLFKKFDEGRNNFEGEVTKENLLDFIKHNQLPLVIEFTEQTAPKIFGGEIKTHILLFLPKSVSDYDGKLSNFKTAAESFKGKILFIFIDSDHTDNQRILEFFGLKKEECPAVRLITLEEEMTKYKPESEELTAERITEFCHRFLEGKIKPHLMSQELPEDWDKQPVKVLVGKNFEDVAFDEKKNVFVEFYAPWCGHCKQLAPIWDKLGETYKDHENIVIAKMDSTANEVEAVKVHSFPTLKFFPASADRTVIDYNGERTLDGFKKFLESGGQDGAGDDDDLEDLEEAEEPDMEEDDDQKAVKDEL
ABCB6 inh 2 – inhibitors of human ABC transporter ABCB6. 360,000 tested, 0.19% active. K562-ABCB6 porphyrin accumulation, flow cytometry, 1 h; stronger effect = lower value. Q9NP58. fluorescence ratio to DMSO, % at 10 µM;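 active = fluorescence ratio to DMSO below 75%, the collection mean minus 3 SD; inconclusive = too few cells collected in the well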;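 also: signal is porphyrin accumulated inside mitochondria; 100% equals median channel fluorescence of DMSO control wells; lower ratio means ABCB6 inhibition with less porphyrin fluorescence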
Vif imaging – inhibitors of HIV Vif; HEK293T cells, Vif self-association by quenched fluorescence, imaging, 24 h; inhibition, % at 7.49 µM; 340,000 tested, 0.35% active; in the data active = inhibition above about 50%, passing the limit was not always enough; inconclusive = no clear call, values can overlap the other calls; inactive = below about 31%; also: some results filed as inactive read as strong as hits
Glyco luc inh – N-linked glycosylation inhibition. D54 ERlucT glycosylation luciferase reporter, 24 h; percent of 100 nM tunicamycin response. reporter increase, % at 12.5 µM. 360,000 tested, 0.23% active. AID 588692;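 active = mean luciferase reporter signal, scaled so untreated is 0 and the glycosylation-blocking control 100, at or above a set limit in every replicate; inconclusive = mean reaches the limit but not every replicate does; inactive = mean below the limit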;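 also: luciferase carries N-glycosylation sites so blocking glycosylation raises the light; 0% = median of neutral control wells and 100% = median of 100 nM tunicamycin wells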
CaV13 ICDI inh – Disruptors of the CACNA1D IQ motif to Ca2+-dependent inactivation inhibitor domain association, primary screening, Förster resonance energy transfer in intact living … | HEK cells, CFP/YFP FRET ICDI-IQ, plate reader, 10 min; percent FRET-ratio fall versus neutral wells | inhibition, % at 12.3 µM | 340,000 tested, 0.098% active;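 active = mean replicate inhibition of at least 30% and at least 1% of replicates passing that level; inconclusive = only one of the two criteria is met; inactive = neither criterion is met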;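 also: 0% = median of the neutral control wells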
aDG glyco up – increases alpha dystroglycan glycosylation. 360,000 tested, 0.22% active. activation, % at 10 µM. Pro5-aDG cells, alpha-DG glycosylation AlphaScreen (IIH6); 0% Pro5, 100% B10-LARGE cell signal;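 active = activation of at least 8% versus controls, or a plate z-score of at least 8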;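 also: Pro5 are CHO cells carrying HIG-tagged alpha-DG that lacks glycosylation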
HTR2A ag – activates the mouse 5-HT2A serotonin receptor | CHO-K1 mHTR2A beta-arrestin complementation, luminescence; percent of 30 µM serotonin response | activation, % at 7.6 µM | 360,000 tested, 0.66% active | AID 624169;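 active = activation above a run cutoff, the mean activation of all tested compounds plus 3 SD, cut at about 14% in these data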;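 also: 0% = plate median of compound wells and 100% = 30 µM serotonin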
Starred values were filed as active, the others as inactive; ? = inconclusive; . = not tested or not shown.

Molecule	MC4R antagonist	Cardio protect	MC4R ag barr	PDI turbidity	ABCB6 inh 2	Vif imaging	Glyco luc inh	CaV13 ICDI inh	aDG glyco up	HTR2A ag
CC1(C)CC(CC(=O)NNc2nc(-c3ccccc3)cs2)C(=O)O1 (stereo not drawn)	19	-2	-0.7	-7	95	1	4	-4	-0.1	-3
O=C(CSc1nc(C2CCCCC2)nc2ccccc12)NCc1ccco1	4	0	-1.2	-2	99	8	1	3	0.6	-2
COc1cc(CN2CCCC(C(=O)Nc3cccc(-n4cccn4)c3)C2)ccc1F (stereo not drawn)	1	4	-2.9	-3	100	-1	-1	-4	-0.3	-12
CN(CC(=O)NCc1cccs1)S(=O)(=O)c1cccc2cccnc12	4	1	0.3	-4	104	12	1	11	0.1	-2
CCC(CC)C(=O)c1c[nH]c(C(=O)NCc2ccco2)c1	3	1	-0.4	-2	102	22	1	-5	-0.4	3
CCn1nc(C(=O)OCc2cccc(S(=O)(=O)N(C)C)c2)c2ccccc2c1=O	13	-11	0.0	-9	85	4	1	-6	-0.2	-3
CCOc1ccc(NC(=O)CN(C)C(=O)CCCNC(=O)c2ccc(Cl)cc2)cc1OCC	15	0	-0.3	-3	106	0	5	32*	-0.2	-7
CCCCC(=O)Nc1nc2c(OC)cc([N+](=O)[O-])cc2s1	-5	-10	-2.7	4	97	-6	5	-7	0.2	-1
COc1ccc(C(O)c2ncc(-c3cccc(OC)c3)[nH]2)cc1 (stereo not drawn)	1	0	-0.2	-7	103	.	0	-7	0.0	-1
N#Cc1c(NC2CCCCC2)nc(-c2ccco2)c2c1CCCC2	-34	4	-0.8	11	94	29	1	.	0.2	-4
CCN(CC)S(=O)(=O)c1cccc(C(=O)N[C@H](C(=O)Nc2nc3ccccc3s2)C(C)C)c1	15	-12	-1.8	-7	100	-16	-3	-5	0.5	-3
COC(C(=O)Nc1ccnn1C1CCN(Cc2cccc(C)n2)CC1)c1ccccc1 (stereo not drawn)	-5	-3	-2.5	21	97	-2	2	-2	-0.4	-2
Cc1cccc(S(=O)(=O)Nc2cccc(-c3cn4ccsc4n3)c2)c1	2	-17	-1.5	-3	94	-8	-3	.	0.2	3
CN(CC(=O)Nc1cccc(S(=O)(=O)N2CCOCC2)c1)CC(=O)Nc1ccc(Cl)c(C(F)(F)F)c1	10	-24	-0.7	1	93	-3	-3	-6	1.0	-6
CSc1nc2c(cc1C#N)C(=O)CC(C)(C)C2	7	-1	-1.7	2	91	9	-1	1	0.0	-2
O=C(CSc1nc2cc(Cl)ccc2s1)Nc1cccc(S(=O)(=O)N2CCOCC2)c1	15	-5	0.3	7	96	-9	-4	-4	0.1	-3
CC1=C(C(=O)Nc2ccccc2)C(c2ccco2)C(C#N)=C(SCC(=O)Nc2cccc(C)c2C)N1 (stereo not drawn)	0	8	0.4	10	94	?	-3	.	0.2	3
CCCCc1cc(=O)oc2cc(OCC(=O)NCC3CCC(C(=O)O)CC3)ccc12 (stereo not drawn)	6	0	-0.6	.	99	?	-4	.	0.2	4
Cc1ccccc1NS(=O)(=O)c1cc(C(=O)Nc2cccc([N+](=O)[O-])c2)ccc1C	17	-13	-0.1	7	98	0	-4	-3	0.8	4
CCOC(=O)c1c(NC(=O)Cn2cc([N+](=O)[O-])cn2)sc2c1CCC2	10	-5	9.3*	-12	102	16	0	-8	0.0	2
NC(=O)c1ccccc1NC(=O)COc1ccc2c(c1)OCO2	-13	-10	0.5	6	95	-6	-2	-3	-0.1	3
COc1ccc(-c2nc(C#N)c(N3CCCCCC3)o2)cc1OC	0	0	0.9	-2	103	3	-5	-9	-0.4	3
CCCCNC(NCCCC)=C(S(=O)(=O)CC)S(=O)(=O)CC	7	6	-1.6	-3	98	1	2	-4	-0.1	-1
CCC1(c2ccc(Cl)cc2)NC(=S)N(c2ccc(C)cc2)N1 (stereo not drawn)	9	-16	-0.5	0	99	-2	1	-6	-0.4	7
Cc1c(OCC(=O)N2CCC(C(N)=O)CC2)ccc2c3c(c(=O)oc12)CCCC3	6	-1	-1.4	.	97	-1	1	.	-0.1	0
CCc1ccccc1NC(=O)CSc1nc2c(c(-c3ccco3)c1C#N)CCCC2	12	-9	1.2	1	90	-3	-4	-4	0.4	0
COc1ccc(NC(=O)CCNS(=O)(=O)c2ccc3c(c2)CC(C)N3C(C)=O)cc1 (stereo not drawn)	0	-2	-0.4	4	98	1	2	-12	0.0	1
CCCC1(CCC)NC(=O)NC1=O	1	6	-1.1	-1	104	4	0	-3	-0.4	3
Cn1c(N2C(=O)CC(Cc3ccccc3)C2=O)nc2ccccc21 (stereo not drawn)	4	2	1.6	1	101	10	-1	.	-0.3	-2
O=C(NNC1=NCCC1)c1ccc(Br)cc1	3	7	-2.3	-2	100	4	0	.	0.0	-3

Part of the list above, reduced to MC4R antagonist and PDI turbidity.
Compound	MC4R antagonist	PDI turbidity
COc1ccc(NC(=O)CCNS(=O)(=O)c2ccc3c(c2)CC(C)N3C(C)=O)cc1 (stereo not drawn)	0	4
Cc1c(OCC(=O)N2CCC(C(N)=O)CC2)ccc2c3c(c(=O)oc12)CCCC3	6	.
O=C(NNC1=NCCC1)c1ccc(Br)cc1	3	-2
CC1=C(C(=O)Nc2ccccc2)C(c2ccco2)C(C#N)=C(SCC(=O)Nc2cccc(C)c2C)N1 (stereo not drawn)	0	10

Additional structures follow.
Molecule	MC4R antagonist	Cardio protect	MC4R ag barr	PDI turbidity	ABCB6 inh 2	Vif imaging	Glyco luc inh	CaV13 ICDI inh	aDG glyco up	HTR2A ag
CC1=C[C@H]2Cc3cc(C)cc(C)c3S(=O)(=O)[C@@H]2C=C1	16	5	-1.7	-9	96	2	-1	-4	0.0	-8
CCOC(=O)c1sc2nc(N3CCOCC3)c3c(c2c1N)CC(C)(C)N(C)C3	12	21	-1.8	12	90	-3	-2	-6	-0.3	-1
O=C(NCCCN1CCOCC1)c1cn(-c2ccccc2)nc1-c1ccc(F)cc1	-5	4	-0.9	4	91	19	0	-6	-0.3	-2
CC1CN(S(=O)(=O)Cc2ccccc2)CC(C)O1 (stereo not drawn)	14	2	0.6	4	104	25	-1	-8	0.1	1
O=C(CN1CCCC1)NCc1ccccc1	5	10	-0.9	-13	97	-10	1	-20	-0.1	4
COc1ccc(/C=C/C(=O)NNC(=O)c2cc(C)oc2C)cc1	-2	2	-1.0	-8	100	.	2	-1	-0.2	6
CCOc1ccccc1N(C)C(=O)CCS(=O)(=O)c1ccc2c(c1)NC(=O)CO2	11	-4	1.8	0	98	1	-2	-6	0.0	-2
COc1cc(/C=C2/C(=O)N=C(N)N2C)cc(OC)c1OC	-10	2	-1.4	-2	100	-20	0	.	0.0	2
Cc1nc(NC(=O)c2ccccc2)sc1-c1csc(NCCc2ccccc2)n1	4	16	-2.1	3	144	-7	-3	-4	0.0	0
C=CCn1c(/N=C/c2ccc(N(C)C)cc2)nc2ccccc21	-8	-3	-1.3	-5	106	.	3	-2	0.4	3
CC(=O)Nc1cccc(C(=O)NCCc2ccco2)c1	5	1	-2.0	12	98	22	0	-5	0.1	-6
CCCOc1ccc(F)cc1-c1cc(C(=O)NCc2cccc(C(F)(F)F)c2)[nH]n1	-2	-15	2.1	7	97	35	-1	-9	0.7	-6
COc1cc(C)nc(NS(=O)(=O)c2ccccc2)n1	-8	8	-1.1	19	106	-10	0	-5	-0.4	0
CCOC(=O)C1=C(C(F)(F)F)Nc2ncnn2C1c1ccc(OC)cc1OC (stereo not drawn)	-6	2	-1.3	-25	97	2	-1	-6	0.1	1
C[C@H]1CN[C@H](CCO)/C1=C\c1ccccc1	2	10	0.0	0	101	.	2	-9	3.0	4
Cc1cc(C)c(OCC(=O)Nc2ccc(S(=O)(=O)N3CCOCC3)cc2)c(C)c1	3	-3	-2.4	0	98	-6	-2	-2	0.5	-8
O=C(CNC(=O)c1ccccc1)N/N=C/c1cccs1	16	-2	-1.4	-1	103	0	1	-3	0.1	7
CC(C)Cn1c(O)c2ccc(C(=O)N=NC(=O)c3cccnc3)cc2c1O	2	-13	3.3	-1	91	3	2	-6	-0.1	4
c1cnc(N2CCN(Cc3c[nH]c4ccccc34)CC2)nc1	3	-20	-0.9	-2	102	-4	-2	.	0.1	29*
COc1ccc2c(c1OC)C(=O)N1C2SC(C)(C)[C@H]1C(=O)NC1CC1 (stereo partly drawn)	5	-1	0.5	.	99	7	-1	.	0.2	3
O=S(=O)(c1ccc(F)cc1)N1CCN(C(=S)NC2CC2)CC1	6	2	0.3	3	103	13	-1	-2	0.0	3
Nc1ncnc2c1ncn2[C@@H]1O[C@H](CNCc2ccc(OCc3ccccc3)cc2)[C@@H](O)[C@H]1O	2	-20	-0.1	7	97	.	-3	-8	0.0	-1
O=C(CNC(=O)c1ccc2c(c1)OCO2)NCCOc1ccc(Cl)cc1	-1	2	-1.6	4	92	-3	2	-6	0.0	-2
O=C1CCCC(O)=C1N=Nc1cccc(C(=O)O)c1	-16	3	4.0	-7	95	7	0	-6	0.4	7
Cc1cn(Cc2ccccc2)c(=O)[nH]c1=O	12	1	0.1	1	101	-2	2	.	-0.3	1
Cc1c(NC(=O)C(C)Sc2ncnc3ccccc23)c(=O)n(-c2ccccc2)n1C (stereo not drawn)	8	5	-3.4	4	99	-10	0	3	-0.1	4
Cc1ccc(-n2cccn2)cc1	3	5	-2.8	1	94	-9	1	-2	0.2	-3

An excerpt from above in order of the MC4R antagonist value, rising:
structure,MC4R antagonist
CC1=C(C(=O)Nc2ccccc2)C(c2ccco2)C(C#N)=C(SCC(=O)Nc2cccc(C)c2C)N1 (stereo not drawn),0
CCOC(=O)c1sc2nc(N3CCOCC3)c3c(c2c1N)CC(C)(C)N(C)C3,12
O=C(CSc1nc2cc(Cl)ccc2s1)Nc1cccc(S(=O)(=O)N2CCOCC2)c1,15
